MEKK2wt PB1 HTS: raises or lowers MEK5 binding to wildtype human MEKK2 PB1 domain; binding response (% of control), % at 10 µM; 290,000 compounds, 1.1% hits; Q9Y2U5; bead flow cytometry, Alexa488-MEK5 binding to MEKK2 WT; actives lie on both sides; in the data active = binding response below about 67% or above about 130%
MEKK3 PB1 HTS: modulators (inhibitors or enhancers) of MEK5 binding to human MEKK3 PB1 domain; 290,000 compounds, 1.4% hits; bead-based flow cytometry, Alexa488-MEK5 binding to MEKK3; actives lie on both sides; 0 = blocked by unlabeled MEK5, 100 = vehicle; binding response (% of control), % at 10 µM; Q99759;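 active = binding response more than 3 SD above or below the average of its plate-row segment, actives on both sides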;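 also: Alexa488 bead fluorescence after subtracting the streptavidin-only scavenger bead signal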
Target sequence (Q99759 whole entry, looked up, the tested form may be a part): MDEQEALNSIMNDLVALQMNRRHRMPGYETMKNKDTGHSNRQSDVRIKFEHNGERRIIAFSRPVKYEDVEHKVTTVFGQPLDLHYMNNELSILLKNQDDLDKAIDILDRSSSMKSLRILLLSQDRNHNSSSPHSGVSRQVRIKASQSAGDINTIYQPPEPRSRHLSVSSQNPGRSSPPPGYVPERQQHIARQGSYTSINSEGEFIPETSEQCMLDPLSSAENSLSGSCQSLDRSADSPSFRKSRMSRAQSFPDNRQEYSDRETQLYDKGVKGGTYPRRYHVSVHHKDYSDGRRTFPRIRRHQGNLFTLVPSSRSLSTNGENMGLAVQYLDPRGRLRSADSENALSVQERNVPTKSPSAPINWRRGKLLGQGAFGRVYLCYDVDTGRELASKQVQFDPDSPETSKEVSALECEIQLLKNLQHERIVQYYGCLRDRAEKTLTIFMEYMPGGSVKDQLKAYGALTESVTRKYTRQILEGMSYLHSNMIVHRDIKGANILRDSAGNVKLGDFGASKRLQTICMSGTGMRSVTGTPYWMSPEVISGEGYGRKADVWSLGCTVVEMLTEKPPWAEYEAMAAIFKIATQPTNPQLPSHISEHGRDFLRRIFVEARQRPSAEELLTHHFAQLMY
NALP1 yeast inh: blocks the NALP1 inflammasome reconstituted in yeast; 280,000 compounds, 0.61% hits; inhibition, % at 10 µM; S. cerevisiae NALP1/ASC/caspase-1 growth, X-gal OD620, 72 h; in the data active = inhibition mostly above about 24%, no sharp cut-off; inactive = mostly below about 32%; also: some compounds called inactive have numbers as strong as hits
GalR3 antagonist: blocks the human galanin receptor 3 | HEK293 GalR3-CNG cAMP membrane potential fluorescence; galR3 body fused to GalR1 C-terminus | inhibition, % at 3 µM | 360,000 compounds, 0.44% hits | AID 651719;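 active = inhibition above the screen-wide average plus 3 SD, cut at about 13% in these data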;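 also: forskolin and galanin both at EC90 stimulate the cells; cAMP rise reported by CNG channel membrane potential dye signal; 0% = forskolin plus galanin with DMSO and 100% = forskolin alone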
MEKK2 mut-MEK5: signal of MEK5 binding to mutant human MEKK2 PB1 domain. bead flow cytometry, Alexa488-MEK5 binding to MEKK2 mutant. percent response, % at 10 µM. 290,000 compounds, 0.35% hits; in the data active = percent response above about 24%, passing the limit was not always enough; also: inactives centre near 1; some results filed as inactive read as strong as hits; reference of the scale not given here
GPR7 antag: blocks human GPR7 receptor signaling; P48145; GPR7-expressing cells, fluorescence antagonist assay; inhibition, % at 4.4 µM; 290,000 compounds, 1.1% hits; AID 1861; in the data active = inhibition above about 16%, passing the limit was not always enough;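 also: cells stimulated with the agonist NPW; 0% = agonist with vehicle and 100% = vehicle without agonist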
Target sequence (P48145 whole entry, looked up): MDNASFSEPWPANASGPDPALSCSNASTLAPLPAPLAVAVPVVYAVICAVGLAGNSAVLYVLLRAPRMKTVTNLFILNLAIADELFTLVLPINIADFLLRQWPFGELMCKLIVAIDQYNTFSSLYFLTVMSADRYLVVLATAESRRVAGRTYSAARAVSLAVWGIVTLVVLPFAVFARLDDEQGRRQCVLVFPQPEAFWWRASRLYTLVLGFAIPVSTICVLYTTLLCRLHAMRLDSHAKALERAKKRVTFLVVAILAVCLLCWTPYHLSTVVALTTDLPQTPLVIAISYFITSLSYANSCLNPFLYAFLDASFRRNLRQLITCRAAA
PHOSPHO1 inh: blocks human PHOSPHO1 phosphatase activity | recombinant PHOSPHO1, absorbance phosphatase assay | inhibition, % at 13.3 µM | 290,000 compounds, 1.1% hits | AID 1565; in the data active = inhibition above about 60%
OXTR ag: agonists of human oxytocin receptor; P30559; CHO-OTR cells, Fluo-8 calcium fluorescence; normalized: DMSO 0%, oxytocin 100%; activation, % at 3 µM; 320,000 compounds, 0.32% hits; AID 2435;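 active = activation above the mean of all tested compounds plus 3 SD, cutoff set per screening run, cut at about 20% in these data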;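 also: peak over basal fluorescence ratio from a 100 s FLIPR kinetic read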
V1R ag counter: counter-screen for oxytocin receptor agonists: human V1a receptor agonists; P37288; 320,000 compounds, 0.25% hits; activation, % at 3 µM; CHO-V1R cells, Fluo-8 calcium fluorescence, agonist mode; 0% DMSO, 100% 3 nM vasopressin;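 active = activation above the mean activation of all tested compounds plus 3 SD, per screening run, cut at about 20% in these data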;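 also: signal is peak over basal fluorescence ratio across a 100 second FLIPR read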
Active calls of the source: *.

How did NC(=O)c1nn(-c2ccccc2)nc1NC(=O)CSc1nnnn1-c1ccc(Cl)cc1 do in these assays?
MEKK2wt PB1 HTS: 95.0; MEKK3 PB1 HTS: 94.0; NALP1 yeast inh: 14.6; GalR3 antagonist: -1.4; MEKK2 mut-MEK5: -3.0; GPR7 antag: -3.2; PHOSPHO1 inh: -0.2; OXTR ag: 3.6; V1R ag counter: 0.7

How did CCOc1cc(C2NC(=S)NC(C)=C2C(=O)Nc2ccc(OC)cc2)ccc1O (configuration not stated) do in these assays?
MEKK2wt PB1 HTS: 98.0; MEKK3 PB1 HTS: 97.0; NALP1 yeast inh: -3.5; GalR3 antagonist: -6.7; MEKK2 mut-MEK5: -1.0; GPR7 antag: 1.7; PHOSPHO1 inh: 9.3; OXTR ag: 0.1; V1R ag counter: 1.0

Results for Cc1ccc(C(=O)NCCNC(=O)COc2ccc(C)c(C)c2)cn1 ?
MEKK2wt PB1 HTS: 99.0; MEKK3 PB1 HTS: 102.0; NALP1 yeast inh: -9.6; GalR3 antagonist: -7.5; MEKK2 mut-MEK5: 9.0; GPR7 antag: -7.4; PHOSPHO1 inh: 10.8; OXTR ag: 0.4; V1R ag counter: -0.4

How did O=C(Nc1c(C(=O)Nc2ccc3c(c2)OCCO3)cnn1-c1ccccc1Cl)c1ccco1 do in these assays?
MEKK2wt PB1 HTS: 91.0; MEKK3 PB1 HTS: 89.0; NALP1 yeast inh: -2.9; GalR3 antagonist: -2.1; MEKK2 mut-MEK5: -7.0; GPR7 antag: -0.5; PHOSPHO1 inh: 10.9; OXTR ag: 0.9; V1R ag counter: 0.7

What do the screens show for `COc1ccc([N+](=O)[O-])cc1NC(=O)CSCc1ccc(Br)cc1`?
MEKK2wt PB1 HTS: 98.0; MEKK3 PB1 HTS: 102.0; NALP1 yeast inh: 13.6; GalR3 antagonist: -6.0; MEKK2 mut-MEK5: -2.0; GPR7 antag: 0.1; PHOSPHO1 inh: -12.3; OXTR ag: 1.4; V1R ag counter: 0.9

How did CC(=O)Nc1ccc(S(=O)(=O)NCCc2cc3ccc(C)c(C)c3[nH]c2=O)cc1 do in these assays?
MEKK2wt PB1 HTS: 101.0; MEKK3 PB1 HTS: 97.0; NALP1 yeast inh: -8.1; GalR3 antagonist: -0.2; MEKK2 mut-MEK5: 5.0; GPR7 antag: -20.0; PHOSPHO1 inh: 62.6*; OXTR ag: 0.1; V1R ag counter: -0.1

How did O=C(Nc1ccc(F)c(Cl)c1)C1CCN(S(=O)(=O)c2cccnc2)CC1 do in these assays?
MEKK2wt PB1 HTS: 103.0; MEKK3 PB1 HTS: 106.0; NALP1 yeast inh: -21.6; GalR3 antagonist: 0.4; MEKK2 mut-MEK5: 14.0; GPR7 antag: 7.8; PHOSPHO1 inh: -6.8; OXTR ag: 10.7; V1R ag counter: 12.1

How did O=C(c1c(F)cccc1F)N1CCCC(c2nc(-c3cccs3)no2)C1 (configuration not stated) do in these assays?
MEKK2wt PB1 HTS: 99.0; MEKK3 PB1 HTS: 103.0; NALP1 yeast inh: -0.4; GalR3 antagonist: -1.9; MEKK2 mut-MEK5: -1.0; GPR7 antag: -11.9; PHOSPHO1 inh: 31.0; OXTR ag: 3.0; V1R ag counter: 5.6

Results for COc1ccc(NC(=O)CCc2c(C)nc3nc(C)nn3c2C)cc1 ?
MEKK2wt PB1 HTS: 101.0; MEKK3 PB1 HTS: 103.0; NALP1 yeast inh: -4.1; GalR3 antagonist: -7.7; MEKK2 mut-MEK5: 1.0; GPR7 antag: 1.2; PHOSPHO1 inh: 12.6; OXTR ag: -1.0; V1R ag counter: -1.3

Results for O=C(O)C1CCC(N2C(=O)C3C4CCC(C4)C3C2=O)CC1 (configuration not stated) ?
MEKK2wt PB1 HTS: 100.0; MEKK3 PB1 HTS: 97.0; NALP1 yeast inh: 10.6; GalR3 antagonist: -3.6; MEKK2 mut-MEK5: -1.0; GPR7 antag: -7.9; PHOSPHO1 inh: 49.8; OXTR ag: 1.7; V1R ag counter: 0.0

How did CN(C)c1nc(C(=O)NN)nc(N(C)C)n1 do in these assays?
MEKK2wt PB1 HTS: 97.0; MEKK3 PB1 HTS: 95.0; NALP1 yeast inh: 22.9; GalR3 antagonist: 1.6; MEKK2 mut-MEK5: -2.0; GPR7 antag: -2.9; PHOSPHO1 inh: 3.4; OXTR ag: 0.2; V1R ag counter: -0.5

What do the screens show for `O=S(=O)(Cc1noc(-c2ccccc2Cl)n1)c1ccccn1`?
MEKK2wt PB1 HTS: 90.0; MEKK3 PB1 HTS: 94.0; NALP1 yeast inh: 0.5; GalR3 antagonist: -3.4; MEKK2 mut-MEK5: -4.0; GPR7 antag: -8.9; PHOSPHO1 inh: 27.3; OXTR ag: 1.2; V1R ag counter: 0.1

How did C=CCn1c(=N)n(CC(O)COc2ccc(OC)cc2)c2ccccc21 (configuration not stated) do in these assays?
MEKK2wt PB1 HTS: 112.0; MEKK3 PB1 HTS: 106.0; NALP1 yeast inh: 20.4; GalR3 antagonist: -4.7; MEKK2 mut-MEK5: 14.0; GPR7 antag: -7.3; PHOSPHO1 inh: -6.2; OXTR ag: 1.6; V1R ag counter: 0.3

Results for CCn1cc(C(=O)OCC(=O)Nc2cccc(S(=O)(=O)N3CCOCC3)c2)c(=O)c2ccc(C)nc21 ?
MEKK2wt PB1 HTS: 90.0; MEKK3 PB1 HTS: 87.0; NALP1 yeast inh: 8.5; GalR3 antagonist: 1.6; MEKK2 mut-MEK5: -5.0; GPR7 antag: -9.7; PHOSPHO1 inh: 15.0; OXTR ag: -1.5; V1R ag counter: -0.8

What do the screens show for `CCc1cccc(NC(=O)c2cnn(-c3ccccc3)c2C)c1`?
MEKK2wt PB1 HTS: 97.0; MEKK3 PB1 HTS: 98.0; NALP1 yeast inh: 15.0; GalR3 antagonist: -9.9; MEKK2 mut-MEK5: 6.0; GPR7 antag: -4.1; PHOSPHO1 inh: 18.5; OXTR ag: -1.9; V1R ag counter: 0.0

Results for Cc1cc(NC(=O)c2cnn3c(C(F)F)cc(C4CC4)nc23)no1 ?
MEKK2wt PB1 HTS: 102.0; MEKK3 PB1 HTS: 102.0; NALP1 yeast inh: 5.7; GalR3 antagonist: 5.8; MEKK2 mut-MEK5: -2.0; GPR7 antag: -2.6; PHOSPHO1 inh: 5.5; OXTR ag: -0.4; V1R ag counter: 0.0

How did CCCCOc1ccc(C2(C)CC(=O)NC2=O)cc1 (configuration not stated) do in these assays?
MEKK2wt PB1 HTS: 101.0; MEKK3 PB1 HTS: 101.0; NALP1 yeast inh: 6.5; GalR3 antagonist: -1.0; MEKK2 mut-MEK5: 12.0; GPR7 antag: -5.7; PHOSPHO1 inh: -8.1; OXTR ag: 0.1; V1R ag counter: 0.6

Results for COC(=O)c1ccccc1NC(=S)NC(=O)C1CC1 ?
MEKK2wt PB1 HTS: 91.0; MEKK3 PB1 HTS: 84.0; NALP1 yeast inh: 9.1; GalR3 antagonist: -3.7; MEKK2 mut-MEK5: -8.0; GPR7 antag: -9.8; PHOSPHO1 inh: -9.3; OXTR ag: -0.6; V1R ag counter: -1.2

What do the screens show for `O=C(Nc1ccc(Oc2ccccc2)cc1)c1cnc2n(c1=O)CCS2`?
MEKK2wt PB1 HTS: 112.0; MEKK3 PB1 HTS: 108.0; NALP1 yeast inh: 11.6; GalR3 antagonist: 8.8; MEKK2 mut-MEK5: 6.0; GPR7 antag: -9.6; PHOSPHO1 inh: 2.7; OXTR ag: 11.9; V1R ag counter: 12.2

Results for Cc1ccc(-c2nnc(N3CCC(C)CC3)c3ccccc23)cc1C ?
MEKK2wt PB1 HTS: 82.0; MEKK3 PB1 HTS: 98.0; NALP1 yeast inh: -5.4; GalR3 antagonist: -6.8; MEKK2 mut-MEK5: -5.0; GPR7 antag: -17.3; PHOSPHO1 inh: 26.7; OXTR ag: -0.6; V1R ag counter: 13.4

How did OCCN(CCO)CC(O)COc1ccc2c(c1)OCO2 (configuration not stated) do in these assays?
MEKK2wt PB1 HTS: 103.0; MEKK3 PB1 HTS: 102.0; NALP1 yeast inh: 20.8; GalR3 antagonist: -4.0; MEKK2 mut-MEK5: 4.0; GPR7 antag: -5.3; PHOSPHO1 inh: 3.2; OXTR ag: 0.8; V1R ag counter: 0.2

How did COc1cc(CC(=O)OCC(=O)NC2CCCCC2)cc(OC)c1OC do in these assays?
MEKK2wt PB1 HTS: 89.0; MEKK3 PB1 HTS: 101.0; NALP1 yeast inh: 13.1; GalR3 antagonist: -3.5; MEKK2 mut-MEK5: -8.0; GPR7 antag: -3.0; PHOSPHO1 inh: -3.7; OXTR ag: 0.3; V1R ag counter: 0.2

Results for O=C(Nc1ccccc1F)c1ccc2snnc2c1 ?
MEKK2wt PB1 HTS: 95.0; MEKK3 PB1 HTS: 100.0; NALP1 yeast inh: 8.0; GalR3 antagonist: -1.3; MEKK2 mut-MEK5: 1.0; GPR7 antag: -6.7; PHOSPHO1 inh: 26.3; OXTR ag: -0.9; V1R ag counter: -1.0

How did Cc1cc2ccccn2c1C(=O)c1cccc(F)c1 do in these assays?
MEKK2wt PB1 HTS: 93.0; MEKK3 PB1 HTS: 96.0; NALP1 yeast inh: 17.6; GalR3 antagonist: -4.4; MEKK2 mut-MEK5: 2.0; GPR7 antag: -3.7; PHOSPHO1 inh: 32.3; OXTR ag: -2.0; V1R ag counter: -0.9

What do the screens show for `O=C(C1CCN(S(=O)(=O)c2cccc3cccnc23)CC1)N1CCn2c1nc1ccccc12`?
NALP1 yeast inh: -5.5; GalR3 antagonist: -3.5; GPR7 antag: -0.7; PHOSPHO1 inh: 6.4; OXTR ag: -1.3; V1R ag counter: 1.9

How did CCC(C)[C@H](NC(=O)OC(C)(C)C)C(=O)N/N=C/c1ccc2cc(OC)ccc2n1 (some centres not stated) do in these assays?
MEKK2wt PB1 HTS: 114.0; MEKK3 PB1 HTS: 104.0; NALP1 yeast inh: 33.5; GalR3 antagonist: 0.1; MEKK2 mut-MEK5: 13.0; GPR7 antag: -11.7; PHOSPHO1 inh: -21.1; OXTR ag: -1.9; V1R ag counter: -0.7

Results for COC(=O)c1nn(-c2nc(-c3cccc(OC)c3)cc(C(F)(F)F)n2)cc1[N+](=O)[O-] ?
MEKK2wt PB1 HTS: 78.0; MEKK3 PB1 HTS: 91.0; NALP1 yeast inh: 9.9; GalR3 antagonist: -4.3; MEKK2 mut-MEK5: -12.0; GPR7 antag: -7.2; PHOSPHO1 inh: 13.8; OXTR ag: -0.8; V1R ag counter: 0.3

What do the screens show for `O=C(O)c1ccccc1C(=O)N1CCN(C(=O)c2ccccc2Cl)CC1`?
MEKK2wt PB1 HTS: 94.0; MEKK3 PB1 HTS: 100.0; NALP1 yeast inh: 20.3; GalR3 antagonist: -0.3; MEKK2 mut-MEK5: -10.0; GPR7 antag: -13.6; PHOSPHO1 inh: 48.3; OXTR ag: 0.8; V1R ag counter: 0.1

Results for Cc1ccc(Nc2c(-c3ccc(C)o3)nc3ncccn23)cc1 ?
MEKK2wt PB1 HTS: 104.0; MEKK3 PB1 HTS: 111.0; NALP1 yeast inh: 27.8; GalR3 antagonist: -1.7; MEKK2 mut-MEK5: 9.0; GPR7 antag: 17.6; PHOSPHO1 inh: 20.0; OXTR ag: -2.4; V1R ag counter: -0.2

Results for O=C(O)CCNC(=O)/C(=C\c1ccco1)NC(=O)c1ccco1 ?
MEKK2wt PB1 HTS: 100.0; MEKK3 PB1 HTS: 96.0; NALP1 yeast inh: 13.2; GalR3 antagonist: -6.8; MEKK2 mut-MEK5: 2.0; GPR7 antag: -3.3; PHOSPHO1 inh: 19.2; OXTR ag: 1.1; V1R ag counter: 1.2

Compound activity (PubChem)
